# Spn DPM-DC inh = inhibitors of Streptococcus pneumoniae diphosphomevalonate decarboxylase; purified DPM-DC, PK/LDH coupled NADH fluorescence; calls only at 10 µM; 0.49% of 65,000 active;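 active = the 320 compounds with the highest percent inhibition in the single-dose primary screen, excluding strongly autofluorescent ones, cut at about 32% in these data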;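 note: kinetic rate of NADH fluorescence loss reporting ADP formed by the decarboxylase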
# KRASV12 cytotoxicity = viability loss of HPDE-C7K cells – cell-based, fluorescence, HTS, primary screen (AID 431); cytotoxicity, % at 10 µM; hits with a dose series show EC50 in µM; HPDE-C7K KRASV12 cells, Alamar Blue viability, 48 h; higher % means a stronger effect; 1.7% of 63,000 active;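 active = compounds whose percent cytotoxicity in the single-dose primary screen, scaled between solvent and toxic-drug controls, exceeds 50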;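 note: 0% = DMSO solvent wells and 100% = doxorubicin-treated wells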
# LYP phosphatase = inhibition of human PTPN22 tyrosine phosphatase – biochemical, DiFMUP fluorescence, recombinant catalytic domain, 10 µM, primary screen (AID 606); recombinant LYP catalytic domain, DiFMUP fluorescence; higher % means a stronger effect; one-dose inhibition, % at 10 µM; IC50 in µM for titrated hits; 52,000 tested, under 10 active;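 active = IC50 under 40 µM in the dose-response test; inactive = IC50 of 40 µM or more, or never dose-tested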
# MK inhibit = blocks S. pneumoniae mevalonate kinase. purified MK, PK/LDH-coupled NADH absorbance 340 nm. inhibition, % at 10 µM. 0.48% of 65,000 active;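 active = ranked among the strongest by inhibition in the single 10 µM screen, a fixed top-ranked set picked for dose follow-up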; note: no value below 0 was filed
# Alkaline phosphatase = inhibition of tissue-nonspecific alkaline phosphatase – biochemical, luminescent (AID 518); purified TNAP enzyme, luminescent substrate readout; higher % means a stronger effect; inhibition, % at 20 µM; hits with a dose series show IC50 in µM; 0.09% of 64,000 active; in the data active = a potency from the dose series; inactive = the rest, 99 in 100 with inhibition below about 22%;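 note: plate controls were vehicle for no effect and reference inhibitor for full effect; many of its hits are not listed in these tables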
# Bfl-1 inhibitors = displacement of Bid BH3 peptide from Bfl-1 – biochemical, fluorescence polarization, FITC-Bid, mouse, primary screen (AID 432); FITC-Bid BH3 peptide fluorescence polarization displacement; higher % means a stronger effect; one-dose displacement, % at 20 µM; IC50 in µM for titrated hits; 0.02% of 64,000 active; in the data active = a potency from the dose series; inactive = the rest, 99 in 100 with displacement below about 15%; note: strong numbers were not always called active
# PMK inhibit = inhibitors of Streptococcus pneumoniae phosphomevalonate kinase; inhibition, % at 10 µM; 0.49% of 65,000 active; purified PMK, PK/LDH-coupled NADH absorbance 340 nm;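 active = top-ranked compounds by inhibition in the single 10 µM screen, taking a fixed number of the strongest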;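 note: 0% = full reaction with DMSO carrier and 100% = background rate without enzyme reaction; no value below 0 was filed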
# HT1080 viability = HT1080 cell viability loss – fluorescence readout (AID 620) | HT1080 viability, fluorescence; higher % means a stronger effect | cytotoxicity, % at 10 µM, or EC50 in µM where a hit was titrated | 0.42% of 87,000 active;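 note: cells exposed to compound overnight then 4 h with Alamar Blue; 0% = vehicle DMSO and 100% = killing control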
# HPDE-C7 viability = cytotoxicity in HPDE-C7 cells, cell-based, fluorescence, HTS (AID 430) | HPDE-C7 pancreatic duct cells viability, fluorescence; higher % means a stronger effect | cytotoxicity, % at 10 µM; hits with a dose series show EC50 in µM | 1.8% of 63,000 active;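 note: cells exposed to compound for 48 hours before viability readout; 0% = vehicle and 100% = reference cytotoxic drug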
# PMK inhibit pilot replicates = also measured in PMK inhibit; calls as there; inhibition, %; measured here: pilot screen replicates
# MK inhibit pilot replicates = also measured in MK inhibit; calls as there; inhibition, %; measured here: pilot screen replicates
# Spn DPM-DC inh pilot screen % = recorded beside Spn DPM-DC inh, whose call it bears; inhibition, %; measured here: pilot screen trials
# An asterisk follows results filed as active; i = inactive; . = no result given. Cut-off read from the data, not from the text of the source, unless noted: active = cytotoxicity above about 50%; inactive = the rest.
SMILES,Spn DPM-DC inh,KRASV12 cytotoxicity,LYP phosphatase,MK inhibit,Alkaline phosphatase,Bfl-1 inhibitors,PMK inhibit,HT1080 viability,HPDE-C7 viability,others
CSCC[C@H](NC(=O)NCc1ccccc1F)C(=O)O,i,-15%,.,10,6%,-6%,11,-12%,-13%,
O=C(Nc1ccc(F)cc1F)c1cc2n(n1)C(C(F)(F)F)C1CCCCC1N2 (stereo not given),i,-12%,1%,7,7%,-10%,10,-2%,-11%,
COC(=O)CCCCCc1ccc(C(C)=O)s1,i,-9%,14%,2,9%,0%,13,-3%,-10%,PMK inhibit pilot replicates=4.0;MK inhibit pilot replicates=3.5;Spn DPM-DC inh pilot screen %=1.5
Cn1c(N2CCC(C(N)=O)CC2)nc2c1c(=O)n(Cc1ccc(Cl)cc1)c(=O)n2C,i,17%,-3%,8,18%,-3%,16,0%,22%,
COc1ccc(NC(=O)C(CC(C)C)NC(=O)c2ccccc2C)cn1 (stereo not given),i,5%,11%,0,0%,2%,11,1%,-2%,
CCOC(=O)c1sc(=S)n(-c2ccccc2OC)c1N,i,4%,11%,0,11%,-2%,13,0%,3%,
Cc1nnc(NC(=O)c2ccccc2Br)s1,i,-6%,1%,0,-15%,-6%,11,-1%,2%,
CCCCOc1ccc(CSC(CC(=O)O)C(=O)O)cc1 (stereo not given),i,5%,0%,13,7%,1%,0,-3%,9%,
CCCCOc1ccc(S(=O)(=O)N2CCCCCC2)cc1,i,19%,9%,7,4%,1%,4,-5%,20%,
CC(C)NC(=O)c1nc2ccccc2s1,i,-12%,-1%,8,3%,-3%,14,-2%,-18%,
CCOC(=O)c1sc2nc(CC(=O)OC)nc(NCC(=O)OC)c2c1C,.,-6%,6%,9,5%,-3%,14,-2%,4%,
CC(c1nnc(Sc2nnnn2-c2ccccc2)n1-c1ccc(F)cc1)N(C)C (stereo not given),i,8%,.,0,10%,-5%,18,-6%,-1%,
Cc1sc2ncnc(OCC(=O)N3CCN(S(=O)(=O)c4ccccc4)CC3)c2c1C,i,-2%,5%,0,3%,-4%,14,1%,-5%,PMK inhibit pilot replicates=0.0;MK inhibit pilot replicates=1.5;Spn DPM-DC inh pilot screen %=1.0
O=C(O)c1cccc(Nc2ncnc3ccccc23)c1,i,-13%,9%,3,4%,13%,1,0%,-9%,
O=C(Nc1cccc2ccccc12)N1CCN(c2ccccc2)CC1,i,10%,16%,10,7%,0%,5,3%,15%,PMK inhibit pilot replicates=5.5;MK inhibit pilot replicates=2.0;Spn DPM-DC inh pilot screen %=4.5
CCOC(=O)N1CCN(S(=O)(=O)c2ccc(OC)c(Cl)c2Cl)CC1,i,-6%,3%,3,-3%,0%,4,.,2%,
COCCNC(=O)C(c1ccncc1)N(C(=O)Cn1nnc2ccccc21)c1ccc(OC)cc1 (stereo not given),i,13%,.,9,17%,-7%,8,-7%,10%,PMK inhibit pilot replicates=2.0;MK inhibit pilot replicates=0.0;Spn DPM-DC inh pilot screen %=2.0
O=C(C1=C(O)C(=O)N(CCN2CCOCC2)C1c1cccs1)c1cc2ccccc2o1 (stereo not given),i,-14%,5%,14,1%,-2%,0,-6%,-34%,
Cc1cc(N2C(=O)C(=O)/C(=C(/O)c3ccc(F)cc3)C2c2cccc(Br)c2)no1 (stereo not given),i,72%*,.,6,12%,-2%,0,-1%,72%*,
O=S(=O)(Nc1ncnc2c1oc1ccccc12)c1ccc(Cl)s1,i,2%,2%,0,4%,4%,15,-4%,-2%,
CC1CCCN(S(=O)(=O)c2cccc(-c3cn4cccnc4n3)c2)C1 (stereo not given),.,-3%,2%,14,26%,-7%,11,8%,-14%,
Cc1cc(NC(=O)C2CCCCC2)nc2c1c(=O)oc1ccccc12,i,-13%,.,0,14%,-2%,0,.,-6%,
COc1ccc(NC(=O)CSc2nnc(-c3cccs3)n2C)cc1OC,i,6%,.,5,1%,6%,1,41%,4%,
COC(=O)c1ccc2nc(C(F)(F)F)[nH]c2c1,i,-3%,4%,0,8%,0%,18,-2%,-10%,
Nc1cc(=O)[nH]c(=O)n1Cc1ccco1,i,0%,3%,3,4%,-3%,0,6%,4%,

# Other records.
SMILES,Spn DPM-DC inh,KRASV12 cytotoxicity,LYP phosphatase,MK inhibit,Alkaline phosphatase,Bfl-1 inhibitors,PMK inhibit,HT1080 viability,HPDE-C7 viability,others
O=C(CNC(=O)c1cccs1)NC1=NCCS1,i,7%,8%,7,8%,0%,0,-6%,-1%,
CN1C(=O)CC(N2CCN(C(c3ccccc3)c3ccccc3)CC2)C1=O (stereo not given),i,-17%,-9%,5,8%,-4%,3,3%,-15%,
CCOC(=O)N1CCN(Cc2nc3c(c(=O)n(C)c(=O)n3C)n2Cc2ccccc2C)CC1,i,-3%,-5%,8,7%,-11%,8,10%,-14%,
Cc1cc(N2C(=O)C3C4C=CC(C4)C3C2=O)ccc1Br (stereo not given),i,-6%,6%,13,8%,-3%,15,4%,-20%,PMK inhibit pilot replicates=1.5;MK inhibit pilot replicates=1.5;Spn DPM-DC inh pilot screen %=1.5
O=C(CSc1nnc(Cc2cccs2)n1-c1ccccc1)NCc1ccc2c(c1)OCO2,i,-6%,1%,3,4%,0%,9,-1%,-9%,
CC1(C)Cc2c(sc3c4nnnn4c4nnnn4c23)CO1,i,15%,11%,3,7%,-2%,12,-4%,22%,
COc1cc(-c2nc(S(=O)(=O)c3ccc(C)cc3)c(N3CCOCC3)o2)cc(OC)c1OC,i,-12%,12%,15,0%,3%,18,-5%,3%,
CCNS(=O)(=O)c1c(C)cc(N2CCCC2=O)cc1C,i,-13%,-12%,2,4%,-1%,10,-1%,0%,PMK inhibit pilot replicates=2.5;MK inhibit pilot replicates=5.5;Spn DPM-DC inh pilot screen %=2.5
Cc1cccc(-n2ccnc2SCC(=O)Nc2nccs2)c1C,i,1%,2%,0,10%,-4%,14,13%,2%,
Cc1cc(C(=O)Cn2nnc3ccccc3c2=O)c(C)n1Cc1cccs1,i,9%,2%,8,23%,-3%,16,8%,6%,
CCOc1ccccc1C(=O)N1CCN=C1SCc1cccnc1,i,-16%,-1%,8,6%,-3%,12,1%,-20%,
CCc1cc(=O)oc2cc(OCC(=O)N3CCCc4ccccc43)ccc12,i,10%,2%,0,4%,-9%,0,1%,4%,
Cn1c(C(=O)N2CCN(c3ccc(Cl)cc3)CC2)cc2c(=O)n(C)c3ccccc3c21,i,3%,.,11,1%,3%,8,-8%,7%,
Cn1c(=N)n(CC(O)c2ccco2)c2ccccc21 (stereo not given),i,16%,.,6,7%,-8%,5,-15%,8%,
Cc1ccc(C)c(SCC(=O)OCC(=O)c2ccco2)c1,i,-9%,7%,13,10%,7%,11,0%,-19%,
COc1ccc(CNc2oc(C)nc2C#N)cc1,i,4%,16%,7,6%,-7%,8,-2%,6%,
CCn1c(SCC(=O)NCc2ccc3c(c2)OCO3)nnc1-c1c[nH]c2ccccc12,i,.,6%,5,.,.,7,-2%,.,
CCn1c(SCC(=O)Nc2ccc3c(c2)OCCO3)nnc1-c1ccccn1,i,-5%,8%,7,17%,1%,4,37%,-7%,
CC(NCCc1ccc(O)cc1)C(O)c1ccc(O)cc1 (stereo not given),i,2%,6%,6,10%,0%,0,4%,-24%,PMK inhibit pilot replicates=4.0;MK inhibit pilot replicates=0.0;Spn DPM-DC inh pilot screen %=3.0
O=C(CCN1CCCC1Cc1ccccc1)c1ccc2c(c1)OCCO2 (stereo not given),i,-15%,.,0,21%,-7%,13,-12%,-18%,
Cc1cc(C)c(C#N)c(N2CCCC(C(N)=O)C2)n1 (stereo not given),.,-5%,.,2,8%,-3%,9,3%,-12%,
O=C(c1cnn2c(C(F)F)cc(-c3ccccc3)nc12)N1CCN2CCCC2C1 (stereo not given),i,4%,7%,10,10%,-2%,10,1%,-14%,PMK inhibit pilot replicates=5.5;MK inhibit pilot replicates=0.0;Spn DPM-DC inh pilot screen %=9.0
Cc1cc(C)n(S(=O)(=O)c2cc(Cl)ccc2Cl)n1,i,17%,3%,3,10%,3%,14,-3%,-2%,
CC(=O)c1c(C)nn(C(=O)c2cccs2)c1C,i,-12%,5%,8,6%,1%,0,-13%,-2%,
CC(C)N1CC=C2C(C#N)=C(N)C(C#N)(C#N)C(c3ccccc3)C2C1 (stereo not given),i,28%,16%,6,8%,37%,0,-5%,13%,
CC(C)CN(C(=O)COC(=O)CCc1c[nH]c2ccccc12)C1CCS(=O)(=O)C1 (stereo not given),i,-4%,11%,0,8%,-2%,0,4%,8%,
Cc1ccc2cc(C)c(N3CCN(c4ccccn4)CC3)nc2c1,i,24%,10%,0,2%,-1%,0,2%,17%,
Cc1nccn1-c1ncnc2sc3c(c12)CCCC3,i,4%,1%,13,10%,-3%,18,-1%,1%,
O=C(O)c1ccc(Cn2cc(Cl)cn2)cc1,i,-6%,.,8,10%,-7%,12,-14%,-10%,

# Filtered by structure: the compounds so far containing two or more sulfur atoms.
SMILES,Spn DPM-DC inh,KRASV12 cytotoxicity,LYP phosphatase,MK inhibit,Alkaline phosphatase,Bfl-1 inhibitors,PMK inhibit,HT1080 viability,HPDE-C7 viability,others
CCOC(=O)c1sc(=S)n(-c2ccccc2OC)c1N,i,4%,11%,0,11%,-2%,13,0%,3%,
Cc1sc2ncnc(OCC(=O)N3CCN(S(=O)(=O)c4ccccc4)CC3)c2c1C,i,-2%,5%,0,3%,-4%,14,1%,-5%,PMK inhibit pilot replicates=0.0;MK inhibit pilot replicates=1.5;Spn DPM-DC inh pilot screen %=1.0
O=S(=O)(Nc1ncnc2c1oc1ccccc12)c1ccc(Cl)s1,i,2%,2%,0,4%,4%,15,-4%,-2%,
COc1ccc(NC(=O)CSc2nnc(-c3cccs3)n2C)cc1OC,i,6%,.,5,1%,6%,1,41%,4%,
O=C(CNC(=O)c1cccs1)NC1=NCCS1,i,7%,8%,7,8%,0%,0,-6%,-1%,
O=C(CSc1nnc(Cc2cccs2)n1-c1ccccc1)NCc1ccc2c(c1)OCO2,i,-6%,1%,3,4%,0%,9,-1%,-9%,
Cc1cccc(-n2ccnc2SCC(=O)Nc2nccs2)c1C,i,1%,2%,0,10%,-4%,14,13%,2%,

# A portion of the results above, as a working copy:
SMILES,Spn DPM-DC inh,KRASV12 cytotoxicity,LYP phosphatase,MK inhibit,Alkaline phosphatase,Bfl-1 inhibitors,PMK inhibit,HT1080 viability,HPDE-C7 viability,others
Cn1c(C(=O)N2CCN(c3ccc(Cl)cc3)CC2)cc2c(=O)n(C)c3ccccc3c21,i,3%,.,11,1%,3%,8,-8%,7%,
Cn1c(=N)n(CC(O)c2ccco2)c2ccccc21 (stereo not given),i,16%,.,6,7%,-8%,5,-15%,8%,

# Source: PubChem BioAssay (several laboratories)

# Rows were taken by chance; about 3.3% have a hit in one of these screens.
